pAkt inh – blocks phosphorylation of Akt | AID 651550 | Neuro2A IGF-stimulated pAkt S473 HTRF, 20 min; active compounds read low | activity change, % for hits at 50 µM | 0.32% of 360,000 active; in the data active = activity change below about -80%; inconclusive = mostly about -51% to -80%; also: % is scaled to controls: 0 for no effect and ±100 for the full control effect
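Neuro2A cells (4,500/well, DMEM with 0.5% FBS) were treated with compound at a single 50 µM final concentration, stimulated with 6 nM IGF for 20 min at 37 °C, and lysed. Phospho-Akt Ser473 was read by HTRF as 665/615 ratio ×10^4.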
Nrf2 activator – Nrf2 pathway activation; AREc32 ARE-luciferase reporter (MCF7-derived line), luminescence, 24 h; Potency, µM (titrated, usually from 46.1 µM), for inactives: at the top dose activation, usual class: activators; 0.31% of 410,000 active; AID 624171; also: potency is read from the fitted curve at half-maximal effect; % of control where 0% means no effect; nearly all actives have a fitted effect of over 65% in size
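Luciferase luminescence (Steady-Glo, 30 min at room temperature) served as the read-out of ARE activation in AREc32 cells treated with compounds for 24 hr at 37 deg C.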
EPAC2 ag – activates human EPAC2 exchange factor; Q8WZA2; EPAC2 activation, biochemical qHTS; response scale: 100% = 6.5 mM cAMP response; Potency, µM (titrated, usually from 154 µM), without a hit: at the top dose activation, actives largely listed as activators; 0.079% of 360,000 active; AID 720711; also: potency is read from the fitted curve at half-maximal effect; nearly all actives have a fitted effect of over 50% in size
Target sequence (Q8WZA2 whole entry, looked up): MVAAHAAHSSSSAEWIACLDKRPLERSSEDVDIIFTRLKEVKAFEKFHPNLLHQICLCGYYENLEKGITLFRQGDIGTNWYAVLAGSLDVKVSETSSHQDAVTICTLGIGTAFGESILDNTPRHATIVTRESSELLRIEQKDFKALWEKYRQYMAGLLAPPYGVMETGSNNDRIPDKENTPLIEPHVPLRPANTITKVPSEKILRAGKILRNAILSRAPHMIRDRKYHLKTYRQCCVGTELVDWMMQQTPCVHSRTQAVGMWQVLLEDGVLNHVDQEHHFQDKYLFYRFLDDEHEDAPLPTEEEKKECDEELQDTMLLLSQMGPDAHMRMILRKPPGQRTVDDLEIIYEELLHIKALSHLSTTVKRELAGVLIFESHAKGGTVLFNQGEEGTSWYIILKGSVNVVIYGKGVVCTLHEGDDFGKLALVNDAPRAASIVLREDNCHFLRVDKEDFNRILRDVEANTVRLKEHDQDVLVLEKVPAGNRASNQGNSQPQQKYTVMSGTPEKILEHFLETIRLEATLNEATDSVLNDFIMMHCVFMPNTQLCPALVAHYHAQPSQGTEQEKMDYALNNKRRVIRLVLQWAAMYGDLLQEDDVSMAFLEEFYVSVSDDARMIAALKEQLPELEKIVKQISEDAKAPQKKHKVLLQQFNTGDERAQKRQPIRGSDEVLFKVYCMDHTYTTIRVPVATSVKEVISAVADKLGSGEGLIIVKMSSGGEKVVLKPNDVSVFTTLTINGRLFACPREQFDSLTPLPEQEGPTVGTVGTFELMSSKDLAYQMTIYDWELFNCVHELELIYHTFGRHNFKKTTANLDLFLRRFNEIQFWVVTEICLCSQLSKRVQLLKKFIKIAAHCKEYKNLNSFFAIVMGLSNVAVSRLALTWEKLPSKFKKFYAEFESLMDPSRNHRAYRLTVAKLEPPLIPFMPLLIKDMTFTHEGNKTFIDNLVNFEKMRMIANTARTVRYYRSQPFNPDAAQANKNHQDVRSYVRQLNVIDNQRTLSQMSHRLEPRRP
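Exchange assay: 100 nM EPAC2 with 250 nM Rap1B-BODIPY-GDP and 50 uM GDP. Fluorescence (ex 480/em 540 nm) read every 5 min for 30 min at room temperature. Data normalized to 6.5 mM cAMP as agonist control.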
Nrf2 block – Nrf2 pathway inhibition. A549 ARE-Fluc reporter, luciferase luminescence, 18-24 h. Potency, µM (series often up to 46 µM), for the others: at the highest dose activity change, negative = inhibition, usual class: inhibitors. 2.1% of 360,000 active; also: potency is read from the fitted curve at half-maximal effect; % is scaled to controls: 0 for no effect and ±100 for the full control effect; nearly all actives have a fitted effect of over 60% in size
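Nrf2 activity is the BugLite luminescence, read 15 min after reagent at room temperature, following CellTiter-Fluor cytotoxicity readout (30 min, 37C). Compound titrations were applied for 18-24 h to 5000 A549 ARE_Fluc cells/well in 5% FBS OPTI-MEM.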
MmCpn inh – inhibitors of Methanococcus maripaludis chaperonin (MmCpn); purified Mm-Cpn ATPase, ADP Transcreener TR-FRET; Potency, µM (highest dose often 76.9 µM), inactives show top-dose activity, negative = inhibition, most hits filed as inhibitors; 0.031% of 330,000 active; AID 504842; also: potency is read from the fitted curve at half-maximal effect; % is scaled to controls: 0 for no effect and ±100 for the full control effect; nearly all actives have a fitted effect of over 80% in size
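Measured: ADP formation by purified Mm-CPN. Conditions: 25 nM protein, 10 uM ATP, Tris pH 7.4 with Mg2+, K+ and DTT, 37°C for 30 min. Detection: Transcreener HTRF after 30 min at room temperature.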
EPAC2 antagonist – antagonists of human EPAC2; EPAC2 GEF exchange of Rap1B-BODIPY-GDP, fluorescence; Potency, µM (highest dose often 114 µM), for the others: at the highest dose activity, negative = inhibition, usual class: inhibitors; 0.18% of 360,000 active; also: potency is read from the fitted curve at half-maximal effect; % is scaled to controls: 0 for no effect and ±100 for the full control effect; nearly all actives have a fitted effect of over 45% in size; many of its hits are not listed in these tables
A549 tox – counter-screen for Nrf2 inhibitors: cytotoxicity in A549 cells; 0.16% of 390,000 active; A549 ARE-Fluc cells, CellTiter-Fluor viability, 18-24 h; Potency, µM (series often up to 46 µM), without a hit: at the top dose activity change, negative = cytotoxicity, usual class: inhibitors; also: potency is read from the fitted curve at half-maximal effect; % is scaled to controls: 0 for no effect and ±100 for the full control effect
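A549 ARE_Fluc cells in 5% FBS OPTI-MEM were exposed to compounds in concentration-response for 18-24 h at 37 deg C. Viability was read by CellTiter-Fluor fluorescence (Ex 405/Em 525) after 30 min, before the luciferase read.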
CCT chaperon mod – cytosolic chaperonin activity modulation | purified chaperonin ATPase assay, HTRF ADP detection, 30 min | activity change, % (test concentration not listed), hits read low | 0.3% of 360,000 active | AID 651819; in the data active = activity change below about -30%; also: % is scaled to controls: 0 for no effect and ±100 for the full control effect
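Nucleotide hydrolysis assay: TRiC at 20–40 nM final (set by batch activity) with 10 uM ATP, 30 min at 37 °C, in presence of 76 uM compound. Detection by competitive ADP HTRF, 30 min ambient.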
TGFb inhibitor – blocks TGF-b signaling | 1.2% of 410,000 active | Potency, µM (top dose mostly 46.1 µM), for inactives: at the highest dose activity, negative = inhibition, most hits filed as inhibitors | HepG2 CAGA-GFP TGF-b/SMAD3 reporter, GFP fluorescence, 18 h; TGF-beta stimulated, 500 pg/mL final; also: potency is read from the fitted curve at half-maximal effect; % is scaled to controls: 0 for no effect and ±100 for the full control effect; nearly all actives have a fitted effect of over 65% in size
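HEPG2 CAGA-GFP cells (1000/well, DMEM with 1% FBS) were pre-incubated 2 h at 37 degrees C, given compound by pin tool, then stimulated with TGF-beta at 500 pg/mL final for 18 h before per-cell GFP fluorescence imaging.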
* marks the source's active call; other numbers are inactive results; i = inactive; ? = inconclusive; nt = no result given; [ ] = dose if it differs, or a comment. Unless noted, calls follow the shape of the dose curve; as a rule, active = well fitted curve in the direction sought with a large enough effect; inconclusive = small, poorly fitted or top-dose-only effect, or another doubt; inactive = no such curve, though single readings can be large; an effect the other way counts as inactive or inconclusive. Not all compounds are listed; rates above refer to the full screens.

Results follow in this order: pAkt inh, Nrf2 activator, EPAC2 ag, Nrf2 block, MmCpn inh, EPAC2 antagonist, A549 tox, CCT chaperon mod, TGFb inhibitor
> Cc1cccc(N2C(=O)N3[C@H](c4ccc(F)cc4)[C@@H]4C(=O)N(C5CCCCC5)C(=O)[C@@H]4[C@]3(Cc3ccccc3)C2=O)c1
 : i, -1.1%, -9%, ?, 2%, 15%, -1%, -2.7, 18%
> Cc1cc(Oc2ccc(C#N)cc2)nc(N2CCOCC2)n1
 : i, 2.6%, 5%, -13%, -3%, -2%, 10%, -1.1, 6%
> COc1ccc(C2/C(=C(/O)c3ccc(C)cc3)C(=O)C(=O)N2c2ccccn2)cc1 (stereo not given)
 : i, -0.5%, -3%, -33%, -6%, 0%, -13%, -1.7, 4%
> Cc1ccc(NCc2nnc(SCc3ccc(C#N)cc3)n2Cc2ccco2)c(C)c1
 : i, 1.7%, -12%, -9%, 0%, -13%, 1%, 0.5, -14%
> O=C(CCc1nc2ccccc2c(=O)[nH]1)N1CCN(c2ccccc2Cl)CC1
 : i, -1.2%, -6%, ?, 2%, -9%, -3%, 0.5, -21%
> COc1cccc(NC(=O)C(NCCc2ccc(S(N)(=O)=O)cc2)c2ccccc2)c1 (stereo not given)
 : i, -0.2%, 15%, ?, -1%, -14%, -3%, -3.0, -18%
> CCNC(=O)CC1C(=O)N(c2ccc(F)cc2)C(=O)N1CCC(C)C (stereo not given)
 : i, 0.2%, 9%, 8%, 0%, -5%, 9%, -2.8, -6%
> CCNC(=O)C1CCCN1S(=O)(=O)c1ccc2ccccc2c1 (stereo not given)
 : i, 0.2%, 4%, 11%, 4%, -2%, 2%, 2.0, 0%
> Cc1ccc(S(=O)(=O)N(C)c2ccc(OCC(=O)Nc3nc4c(ccc5ccccc54)s3)cc2)cc1
 : i, 0.3%, -1%, -12%, -3%, -9%, 0%, -3.6, -6%
> CC(C)CNC(=O)C1C2C=CC(C2)C1C(=O)O (stereo not given)
 : i, -0.8%, 1%, 7%, -2%, 2%, -2%, 1.1, -4%
> CN(C)CCCNC(=O)C1CCNCC1
 : i, 0.0%, 4%, 10%, -1%, 4%, 4%, -3.4, -29%
> CCn1c(SCC(=O)N/N=C/c2ccccc2OCC(=O)O)nnc1-c1ccc(C(C)(C)C)cc1
 : i, -0.3%, 0%, ?, 0%, -1%, 2%, -1.7, 6%
> Cc1ccc(-n2[nH]c(C)c(/C=N/n3c(C)nc4ccccc4c3=O)c2=O)cc1
 : i, 1.9%, -2%, ?, 1%, 7%, 17%[1.84 µM], 1.0, 3%
> CCCn1c(N)c(Br)c(=O)[nH]c1=O
 : i, -0.5%, 3%, -9%, 2%, -6%, 1%, -3.6, 1%
> OC(c1ccccc1)c1ncc(-c2cccc(C(F)(F)F)c2)[nH]1 (stereo not given)
 : i, 8.7%, 8%, nt, nt, 10%, nt, -1.1, -6%
> Cc1onc(-c2c(F)cccc2Cl)c1C(=O)N1C=CC(C(F)(F)Cl)=NCC1
 : i, 0.4%, 8%, -8%, 0%, -9%, -1%, 0.2, 1%
> CC1CN(C2CCN(S(=O)(=O)c3ccc4ccccc4c3)CC2)CC(C)O1 (stereo not given)
 : i, 0.0%, 12%, 0%, -29%, 0%, 15%, -0.9, 0%
> COc1ccc(C2(CNC(=O)c3ccccc3)CCCC2)cc1OC
 : i, 0.5%, 7%, 3%, -4%, 11%, 5%, -1.8, -1%
> CN(C)S(=O)(=O)c1cccc(NC(=O)c2ccncc2)c1
 : i, 3.8%, 7%, -17%, 2%, 2%, 2%, -0.9, 1%
> COc1cccc(C2C3=C(N=C4SCC(=O)N42)c2ccccc2CC3)c1OC (stereo not given)
 : i, 2.5%, 3%, ?, 0%, 6%, ?, -4.6, 1%

Following part:
Results follow in this order: pAkt inh, Nrf2 activator, EPAC2 ag, Nrf2 block, MmCpn inh, EPAC2 antagonist, A549 tox, CCT chaperon mod, TGFb inhibitor
> CCOC(=O)[C@@H]1[C@H]2COc3cc(OC)ccc3[C@@H]2N2C(=O)N(c3ccc(OC)cc3)C(=O)[C@@]12C
 : i, -0.5%, 4%, 9%, -1%, 0%, -14%, -1.2, 1%
> COc1ccc(C(=O)Oc2c(Sc3ccccc3)c(C)nn2-c2ccccc2)c(OC)c1
 : nt, -2.8%, nt, -27%[9.27 µM], nt, nt, ?, nt, ?
> O=S(=O)(Nc1ccccc1Br)c1cccc2cccnc12
 : i, -1.2%, 2%, nt, nt, ?, nt, 0.5, -10%
> CC(=O)NC1(c2nnnn2CCOC(=O)Nc2ccc(Cl)cc2)CCCCC1
 : i, 2.7%, 3%, nt, 0%, -5%, ?, -2.9, 1%
> CC(=O)Nc1ccccc1C(=O)C(=O)Nc1ccc(C)c(C)c1
 : i, 3.0%, 1%, -24%, 1%, -8%, 0%, 1.3, 7%
> COc1ccc(N2C(=O)C3CCCN3C2c2ccccc2OC)cc1 (stereo not given)
 : i, 0.4%, -6%, 7%, 0%, 2%, -1%, 0.2, 6%
> CC(C)(C)c1ccc(S(=O)(=O)N2CCN(Cc3noc(CCC(=O)N4CCCCC4)n3)CC2)cc1
 : nt, 3.8%, nt, -25%, nt, nt, 4%, nt, ?
> COc1cccc(OC)c1C(=O)N[C@@H]1C(=O)N2[C@@H]1SC(C)(C)[C@@H]2C(=O)O
 : i, 0.1%, 2%, -3%, nt, 1%, 0%, 1.3, 6%
> CCC(=O)N1N=C(c2ccc(C)cc2)CC1c1ccco1 (stereo not given)
 : i, 3.5%, -4%, 0%, 1%, -29%, -4%, 0.3, -19%
> COc1ccc(OC)c(NC(=O)CC2SC(=NCc3ccccc3)NC2=O)c1 (stereo not given)
 : i, -0.5%, -2%, -10%, 3%, 5%, -2%, 1.4, 7%
> CCN(CC)c1ccc(-c2nc(-c3ccccn3)no2)cc1[N+](=O)[O-]
 : nt, 0.5%, nt, 8%, nt, nt, -1%, nt, 3%
> O=[N+]([O-])c1ccc(N=Nc2ncc[nH]2)cc1
 : i, ?, 4%, ?, -1%, -14%, ?, -0.5, -11%
> Cc1cc(NCCCn2ccnc2)n2c(nc3ccccc32)c1C#N
 : i, 0.0%, -5%, 11%, -2%, 16%, -1%, -1.9, 3%
> CCN(C(=O)COC(=O)c1ccc(S(=O)(=O)N2CCCc3ccccc32)cc1)C1CCS(=O)(=O)C1 (stereo not given)
 : i, 0.1%[9.22 µM], -10%, 11%, 4%, -1%, 2%, 0.2, 2%
> CCOc1ccc(NC(=O)CSc2nc(C)c(C(=O)Nc3ccccc3)c(-c3ccc(Cl)cc3)c2C#N)cc1
 : nt, 0.1%, nt, -10%, nt, nt, -2%, nt, ?
> O=C(N/N=C/c1ccc(-c2ccc([N+](=O)[O-])cc2)o1)[C@H]1C[C@@H]1c1ccccc1
 : i, -0.4%, -55%[inhibitor], ?, 0%, 3%, -17%, -1.0, -1%
> CC(C)(C)c1cc(NC(=O)Nc2ccc(Cl)cc2Cl)no1
 : i, 0.8%, -9%, -8%, 2%, -1%, 0%, -1.7, ?
> COc1ccc(-n2c(=S)[nH]c3cc(C(=O)NCc4ccc(F)cc4)ccc3c2=O)c(OC)c1
 : i, 0.1%, 4%, 16µM*, -3%, -1%, 1%, -2.3, ?
> CN(CCc1ccccc1)c1ccc([N+](=O)[O-])cn1
 : i, 10%, 24%, 12%, -2%, -14%, -6%, -1.0, ?
> CCCCCCC(=O)O
 : i, -1.2%, 9%, -5%, 1%, -4%, 1%, -0.2, 3%

(more compounds)
Results follow in this order: pAkt inh, Nrf2 activator, EPAC2 ag, Nrf2 block, MmCpn inh, EPAC2 antagonist, A549 tox, CCT chaperon mod, TGFb inhibitor
> Cc1ccccc1CCN(C(=O)Cn1nnc2ccccc21)C(C(=O)NC(C)(C)C)c1ccsc1 (stereo not given)
 : i, -0.5%, -1%, ?, -1%, -13%, -4%, -1.6, ?
> O=C(Nc1ccc2c(c1)CCCN2C(=O)c1ccccc1)c1ccccc1
 : i, 0.4%, 9%, ?, -12%, 1%, 0%, 1.8, 3%
> C=CCC[C@@H](Cc1ccc(F)cc1)C(=O)OC[C@H](Cc1c[nH]c2ccccc12)NC(=O)[C@@H](CC=C)CC(=O)N[C@H](CO)Cc1ccccc1
 : i, 3.9%, -12%, -19%, 0%, -4%, -10%, 2.1, ?
> O=C(Nc1ccc(Br)cc1)c1ccc(-n2cnnn2)cc1
 : i, -1.2%, 3%, -13%, -12%, -2%, -15%, 0.1, 12%
> COC(=O)c1ccc(C(=O)OC)c(NC(=O)CSc2ccccn2)c1
 : i, -0.2%, 5%, nt, -2%, 12%, -1%, -0.1, -9%
> Nc1ncnc(Nc2ccccc2Oc2ccccc2)n1
 : i, -0.6%, 2%, 5%, nt, 14%, 4%, -0.4, 5%
> COCCCn1cc(CN2CC(N3CCCC3)CS2(=O)=O)nn1 (stereo not given)
 : i, 0.1%, 12%, nt, nt, 5%, nt, -0.7, nt

For convenience, part of the list above:
Results follow in this order: pAkt inh, Nrf2 activator, EPAC2 ag, Nrf2 block, MmCpn inh, EPAC2 antagonist, A549 tox, CCT chaperon mod, TGFb inhibitor
> Cc1ccccc1CCN(C(=O)Cn1nnc2ccccc21)C(C(=O)NC(C)(C)C)c1ccsc1 (stereo not given)
 : i, -0.5%, -1%, ?, -1%, -13%, -4%, -1.6, ?
> O=C(Nc1ccc2c(c1)CCCN2C(=O)c1ccccc1)c1ccccc1
 : i, 0.4%, 9%, ?, -12%, 1%, 0%, 1.8, 3%
> C=CCC[C@@H](Cc1ccc(F)cc1)C(=O)OC[C@H](Cc1c[nH]c2ccccc12)NC(=O)[C@@H](CC=C)CC(=O)N[C@H](CO)Cc1ccccc1
 : i, 3.9%, -12%, -19%, 0%, -4%, -10%, 2.1, ?
> O=C(Nc1ccc(Br)cc1)c1ccc(-n2cnnn2)cc1
 : i, -1.2%, 3%, -13%, -12%, -2%, -15%, 0.1, 12%
